Bioassay records (PubChem BioAssay)
GCN5L2 inh = GCN5L2 (KAT2A) acetyltransferase inhibition; Q92830; GCN5L2 HAT assay, ThioGlo1 CoA-SH fluorescence; Potency, µM (doses to about 58.9 µM), inactives show at the highest dose activity change, negative = inhibition, hits mostly inhibitors; 0.21% of 390,000 active; AID 504327
Target sequence (Q92830 whole entry, looked up): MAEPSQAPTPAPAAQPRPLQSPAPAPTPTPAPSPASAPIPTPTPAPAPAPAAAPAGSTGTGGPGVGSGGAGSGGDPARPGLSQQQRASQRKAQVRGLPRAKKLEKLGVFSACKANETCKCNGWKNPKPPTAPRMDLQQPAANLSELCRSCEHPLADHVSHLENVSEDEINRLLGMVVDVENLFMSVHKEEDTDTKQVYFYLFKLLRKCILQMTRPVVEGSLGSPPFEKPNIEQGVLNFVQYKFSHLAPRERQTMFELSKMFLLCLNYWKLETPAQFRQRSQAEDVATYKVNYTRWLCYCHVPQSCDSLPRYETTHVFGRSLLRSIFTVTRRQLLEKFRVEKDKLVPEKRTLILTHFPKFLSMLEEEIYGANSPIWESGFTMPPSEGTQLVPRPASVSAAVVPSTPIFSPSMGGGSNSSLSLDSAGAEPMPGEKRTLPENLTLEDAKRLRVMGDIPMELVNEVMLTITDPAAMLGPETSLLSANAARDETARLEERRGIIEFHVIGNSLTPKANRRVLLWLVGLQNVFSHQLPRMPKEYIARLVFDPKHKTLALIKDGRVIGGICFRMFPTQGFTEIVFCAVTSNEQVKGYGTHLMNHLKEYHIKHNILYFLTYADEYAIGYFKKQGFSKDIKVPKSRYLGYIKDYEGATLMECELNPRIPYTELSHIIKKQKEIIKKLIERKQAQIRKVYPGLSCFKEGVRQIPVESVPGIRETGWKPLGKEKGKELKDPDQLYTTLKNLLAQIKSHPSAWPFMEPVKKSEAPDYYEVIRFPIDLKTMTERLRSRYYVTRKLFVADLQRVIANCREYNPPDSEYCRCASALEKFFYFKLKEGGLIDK
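Free CoA generated was detected with ThioGlo1 (50uM) fluorescence at Ex340nm/Em540nm, read immediately and after 20 min at room temperature. Enzyme, 20 nM in HEPES pH 7.5 buffer, saw compounds 15 min before adding 75uM H3(1-25) peptide and 70uM acetyl-CoA.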
FEN1 inh = blocks human flap endonuclease 1 | Recombinant FEN1 flap cleavage, fluorescence, 15 min | Potency, µM (titrated, usually from 114 µM), for the others: at the top dose activity change, negative = inhibition, most hits filed as inhibitors | 0.35% of 390,000 active | AID 588795; note: nearly all actives have a fitted effect of over 65% in size
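Read-out was taken twice, immediately and after 15 min, following addition of 50 nM substrate to 10 nM FEN1 that had sat with test compound for 15 min at room temperature. Curves came from a four-parameter Hill model.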
N370S GC = inhibits or activates N370S mutant glucocerebrosidase; N370S GC spleen homogenate, 4MU-glucoside fluorescence; Potency, µM (doses to about 59.4 µM), inactives show at the top dose activity change, negative = inhibition, hits mostly inhibitors; 0.092% of 330,000 active;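 note: 0% = full enzyme activity and -100% = no enzyme basal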
Active calls of the source: *; u = inconclusive; x = not tested or not shown; & = joins results of further samples; [ ] = another dose, or the depositor's remark. Calls come from the whole dose curve; as a rule, active = well fitted curve in the direction sought with a large enough effect; inconclusive = small, poorly fitted or top-dose-only effect, or another doubt; inactive = no such curve, though single readings can be large; an effect the other way counts as inactive or inconclusive. Unless noted, % is set by controls: 0 for no effect and ±100 for the full control effect; potency is the fitted concentration of half-maximal effect. Only part of the results is shown; rates above refer to the full screens.

SMILES	GCN5L2 inh	FEN1 inh	N370S GC
Cc1ccc(S(=O)(=O)N(CC(=O)Nc2ccc(C(C)C)cc2)Cc2ccccc2)cc1	-10%	-23%	x
O=C(Nc1ccccc1OCc1cc(=O)n2ccccc2n1)c1cccc(Br)c1	-2%	11%	x
COC(=O)[C@H](Cc1c[nH]c2ccccc12)NC(=O)Nc1ccccc1OC	-12%	5%	-15%
COc1cc(OC)c(OC)cc1CNC(=O)c1cc(=O)[nH]c2ccccc12	-6%	4%	-1%
O=C(NCc1ccccc1)c1ncn(Cc2ccccc2)c1C(=O)NCc1ccccc1	-14%	-25%	x
Cc1ccc2c(c1)CCCN2C(=O)c1ccoc1C	0%	4%	-3%
CC1(C)C2CCC1(CS(=O)(=O)Nc1ccc(S(=O)(=O)N3CCCC3)cc1)C(=O)C2 (stereo not drawn)	-2%	-5%	3%
COc1c(Cl)cc(Cl)cc1CNCCSc1nnnn1C	7%	4%	x
CCc1cc(=O)oc2c(C)c(OCC(=O)NCCCn3ccnc3)ccc12	-2%	17%	1%
CCOc1ccc(CCNC(=O)Cn2cccc2C(=O)c2ccccc2C)cc1OCC	1%	9%	3%
O=C(Nc1ccc(Cl)cc1)c1ccc(S(=O)(=O)N2CCOCC2)cc1	0%	-1%	-5%
Cc1ccc(CNC(=O)C2CCC(CNc3c(N4CCOCC4)c(=O)c3=O)CC2)cc1 (stereo not drawn)	-6%	22%	7%
COc1ccccc1CNC(=O)CCS(=O)(=O)Cc1ccc(C)cc1	-7%	2%	-1%
Cc1ccc2nc(-c3cccc(NC(=O)c4ccc(Br)o4)c3)oc2c1	-5%	12%	x
Cc1ccc(NC(=O)COC(=O)c2cc(Cl)cc(Cl)c2)c(Br)c1	0%	0%	4%
Cc1ccccc1N(C(=O)c1snc(C(N)=O)c1N)C(C(=O)NCC1CCCO1)c1ccc(F)cc1 (stereo not drawn)	-10%	4%	u
O=C(Nc1ccc(F)cc1)NC1CCCc2ccccc21 (stereo not drawn)	-3%	-5%	-4%
CCN1CCN(Cc2c(O)ccc3c(C)c(-c4ccc(OC)cc4)c(=O)oc23)CC1	-8%	5%	x
CC1CN(c2ccc(NC(=O)c3ccco3)cc2C(=O)O)CC(C)O1 (stereo not drawn)	1%	3%	18%
Nc1nc(Nc2ccccc2F)nc(NCc2ccccc2)c1[N+](=O)[O-]	-1%	2%	3%
CC(CNS(=O)(=O)c1ccccc1)Sc1nncn1C (stereo not drawn)	0%	4%	-19%
O=C(CSCc1ccc(Cl)cc1)Nc1ccc(Br)cc1C(=O)O	2%	-9%	-1%
Cc1ccc(CNC(=O)CCCn2nc(C)n3c(cc4sccc43)c2=O)cc1	-7%	19%	x
CCOC(=O)N1CCN(C2=C(NS(=O)(=O)c3ccc(C)cc3)C(=O)c3ccccc3C2=O)CC1	-8%	u	6%
Cn1c(O)c(N=NC(=O)CNC(=O)c2ccco2)c2ccccc21	-3%	-12%	4%
Cc1ccsc1CN(C(=O)COc1ccc(Br)cc1)C1CCS(=O)(=O)C1 (stereo not drawn)	-3%	16%	x
O=C(NCCSCc1ccccc1)c1ccc(F)cc1	0%	-1%	3%
CCN(CC)CCNC(=O)Nc1ccc2c(c1)N(Cc1ccccc1)C(=O)c1ccccc1S2	-4%	-15%	x
Cc1cc(OCCCC(=O)NNC(=O)c2ccncc2)ccc1Cl	2%	-3%	-4%
COC(=O)N1CCC2(CC1)CN(c1ccncc1)C2	3%	x	-1%
COc1ccc(CN(C(=O)c2oc3cc(C)ccc3c2C)C2CCS(=O)(=O)C2)cc1OC (stereo not drawn)	-27%	-14%	-1%
Brc1cccc(C2CC(c3ccccc3)n3nnnc3N2)c1 (stereo not drawn)	3%	3%	1%
CCN(c1ccccc1)S(=O)(=O)c1cc(C(=O)NCc2ccco2)ccc1C	-17%	7%	x
Cc1ccccc1NC(=O)CSc1ccc(-c2ccccn2)nn1	4%&-8%	-2%&-10%	0%
NC(=O)c1sc2nc(N3CCCCC3)c3c(c2c1N)CCCC3	-7%	-3%	u
COc1cc(CCC(=O)OCC(=O)Nc2c(C)cccc2C(C)C)cc(OC)c1OC	1%	-3%	10%
CCN(CCn1cccn1)C(=O)C1CCC(=O)N(CC2CCCCC2)C1 (stereo not drawn)	-4%	-4%	-19%
O=C(N/N=C\c1ccc(Br)o1)C1COc2ccccc2O1 (stereo not drawn)	4%	10%	-10%
O=C(C1CCN(c2nnnn2-c2ccccc2)CC1)N1CCN(c2ccccc2)CC1	-7%	3%	4%
O=C(COC(=O)Cc1c(F)cccc1Cl)NC(=O)Nc1ccccc1F	-1%	-2%	x
CCC(=O)Nc1cccc(C(=O)OC)c1	-5%	5%	6%
CCc1ccccc1N(CC)C(=O)c1c(C)oc2ncnc(N3CCOCC3)c12	3%	2%	x
CCCCC(=O)Nc1ccc(NC(=O)c2cccnc2)cn1	-5%	-3%	27%
COc1ccccc1N1CCN(C(=O)Cn2ncc3c2-c2cc(C)ccc2OC3)CC1	-2%	13%	x
CC(=O)Nc1sc(C)c(C)c1C(=O)Nc1ccc(C)cc1	-2%	3%	x
CCOc1cc(CNc2ccccc2SC)ccc1O	-1%	x	-5%
COc1ccc(CNC(=O)c2cc3cccc(OC)c3oc2=N)cc1	-9%	1%	-14%
Cc1ccc(OCCSc2nc3ccccc3n2CCC(=O)O)cc1C	0%	11%	x

Record cards, from the list above.
Entry for Cc1ccc(OCCSc2nc3ccccc3n2CCC(=O)O)cc1C : GCN5L2 inh = 0%; FEN1 inh = 11%; N370S GC = x
Entry for O=C(N/N=C\c1ccc(Br)o1)C1COc2ccccc2O1 (stereo not drawn) : GCN5L2 inh = 4%; FEN1 inh = 10%; N370S GC = -10%

(more compounds)
SMILES	GCN5L2 inh	FEN1 inh	N370S GC
Cc1ccc(C)c(N2CCN(CC(=O)Nc3ccc4[nH]c(=O)[nH]c4c3)CC2)c1	-1%	-1%	4%
CCC(C)NC(=O)CN1C(=O)c2cccnc2Sc2ccccc21 (stereo not drawn)	5%	2%	x
CN(C)S(=O)(=O)c1cc(S(=O)(=O)N(C)C)c(Cl)cc1N	-5%	-4%	1%
O=C(O)[C@H]1CCCN1C(=O)c1ccccc1N1C(=O)[C@@H]2Cc3c([nH]c4ccccc34)C(c3cccc(Cl)c3)N2C1=O (stereo partly drawn)	2%	-16%	2%
CC(C)OC(=O)c1ccc(N2CCN(c3ccc(F)cc3)CC2)nc1	-2%	11%	0%
COCCCNCCOCCOc1ccccc1-c1ccccc1	-2%	2%	11%
COCCNc1ccc(-c2nc(-c3ccco3)no2)cc1[N+](=O)[O-]	-6%	-3%	x
CSCC[C@H](NC(=O)N1CCn2c1nc1ccccc12)C(=O)N1CCCCC1	-6%	-1%	-6%
CC(=O)Nc1cccc(NC(=O)CSc2nnnn2C(C)C)c1	-6%	0%	0%
CN(C)c1nc(N)nc(-c2nc3ccccc3s2)n1	-4%	2%	6%
Cc1cc(CNC(=O)CC2C(=O)NCCN2CC(c2ccccc2)c2ccccc2)on1 (stereo not drawn)	-4%	-1%	-12%
Cn1cc(S(=O)(=O)N2CCCC2)cc1C(=O)NCc1ccc(F)cc1	-50%	14%	-9%
Cc1cc(NC(=O)C(=O)NCCN2CCN(C(=O)c3cccs3)CC2)ccc1Br	0%	0%	-4%
Cc1oc(-c2ccc(C(=O)NCCC(C)C)cc2)nc1CS(=O)(=O)c1ccccc1	-2%	9%	x
Cn1c(=O)[nH]c(=O)c2c1nc(CN1CCN(c3ccccc3F)CC1)n2CC(N)=O	-3%	6%	-19%
O=C(CCN1CCN(c2ccccc2)CC1)Nc1ccccc1	0%	5%	6%
CN(C)S(=O)(=O)c1cccc(C(=O)Nc2cc3c(cc2C(=O)O)OCCCO3)c1	-27%	-8%	-6%
CCCc1nc2nc(C)c(NS(=O)(=O)c3ccc([N+](=O)[O-])cc3)c(=O)n2[nH]1	-1%	6%	-17%
COc1ccc(C2(C)NC(=O)N(CC(=O)Nc3ccc(C)cc3Br)C2=O)cc1OC (stereo not drawn)	-7%	0%	5%
CCNC(=S)SCCOc1ccccc1C	15%	-7%	6%
COc1ccc(C(=O)N2CCC3(CC2)CN(c2ccncc2)C3)cc1	-2%	x	11%
CCOc1ccc(N(CC)S(=O)(=O)N2CCCC(C(=O)Nc3ccc(C(C)=O)cc3)C2)cc1 (stereo not drawn)	-15%	-2%	x
CCOC(=O)C1CCCCN1C(=O)CCn1nnnc1CN1CCOCC1 (stereo not drawn)	1%	-4%	1%
COc1cc(/C=N/Nc2ccc(Cl)c(C(=O)O)c2)ccc1OC(=O)c1cccs1	-16%	-1%	-22%
CC1(C)O[C@@H]2[C@H](O1)[C@@H](COS(=O)(=O)O)O[C@H]2n1c(=S)[nH]c2c(=O)[nH]c(N)nc21	-8%	-3%	x
COc1ccc(-c2nc(N)ncc2-c2csc(C)n2)c(O)c1	-4%	-1%	5%[2.35 µM]
COc1ccc(S(=O)(=O)N(Cc2nc(-c3ccc(C)cc3)no2)C2CCCCC2)cc1	-8%	5%	x
O=S1(=O)CC(O)C(NCc2ccco2)C1 (stereo not drawn)	-19%	-3%	5%
COc1cc(C(=O)NNC2=NC(C)(C)Cc3cc(C)c(C)cc32)cc(OC)c1OC	33%[activator]	5%	2%
CCN1C(=O)/C(=C2\C=Cc3cc(C)ccc3N2CC)OC1=S	-2%	-3%	1%
Cn1c(=O)cc(SCC(=O)NCCc2ccc(Cl)cc2)c2cc(Cl)ccc21	0%	-7%	x
O=[N+]([O-])c1ccccc1OCC(O)CN1CCN(CC(O)COc2ccccc2[N+](=O)[O-])CC1 (stereo not drawn)	-1%	23%	-14%
CCCCCCN(C(=O)CCCCCN1C(=O)NC(c2ccc(C(C)(C)C)cc2)C(C(=O)OCc2ccccc2)=C1C)C(C(=O)NCCCC)c1ccc(OCC(=O)OC)c(C(=O)OC)c1 (stereo not drawn)	1%	x	-8%&1%
CCOc1cccc(C(=O)NC(=S)Nc2cccc(C)c2)c1	-5%	-13%	-13%
O=C(NCc1csc(-c2cccs2)n1)Nc1ccc(F)cc1F	-2%	-15%	-7%
Cc1cc(Nc2c(C)cccc2C)n2nc(C)nc2n1	-11%	-1%	2%

Of the compounds above, 9 contain bromine:
SMILES	GCN5L2 inh	FEN1 inh	N370S GC
O=C(Nc1ccccc1OCc1cc(=O)n2ccccc2n1)c1cccc(Br)c1	-2%	11%	x
Cc1ccc2nc(-c3cccc(NC(=O)c4ccc(Br)o4)c3)oc2c1	-5%	12%	x
Cc1ccc(NC(=O)COC(=O)c2cc(Cl)cc(Cl)c2)c(Br)c1	0%	0%	4%
O=C(CSCc1ccc(Cl)cc1)Nc1ccc(Br)cc1C(=O)O	2%	-9%	-1%
Cc1ccsc1CN(C(=O)COc1ccc(Br)cc1)C1CCS(=O)(=O)C1 (stereo not drawn)	-3%	16%	x
Brc1cccc(C2CC(c3ccccc3)n3nnnc3N2)c1 (stereo not drawn)	3%	3%	1%
O=C(N/N=C\c1ccc(Br)o1)C1COc2ccccc2O1 (stereo not drawn)	4%	10%	-10%
Cc1cc(NC(=O)C(=O)NCCN2CCN(C(=O)c3cccs3)CC2)ccc1Br	0%	0%	-4%
COc1ccc(C2(C)NC(=O)N(CC(=O)Nc3ccc(C)cc3Br)C2=O)cc1OC (stereo not drawn)	-7%	0%	5%

(list continues)
SMILES	GCN5L2 inh	FEN1 inh	N370S GC
CC1=NN(C(=O)c2nn(C)cc2Br)C(O)(C(F)(F)F)C1 (stereo not drawn)	-3%	-1%	1%
Cc1c(C(=O)N(Cc2cccc(Br)c2)C2CCS(=O)(=O)C2)oc2ccccc12 (stereo not drawn)	0%	-12%	2%
COc1ccc(S(=O)(=O)N2CCCC(C(=O)Nc3ccc4c(c3)OCCO4)C2)cc1 (stereo not drawn)	-1%	-2%	-4%
CC1=CC(C)(C)N(C(=O)CSc2nnc(N)s2)c2ccccc21	0%	-10%	5%
CSCCCNC(=S)N(C)CC(=O)Nc1ccc(C)cc1	0%	3%	-1%
COc1ccc(N(CC(=O)NC2CCCC2)C(=O)CCC(=O)Nc2cc(C)on2)cc1	-2%	-1%	-4%
Cc1nn(CCOc2ccccc2)c(=O)n1-c1ccc(Cl)cc1	-6%	2%	-1%
COC(=O)c1sccc1-c1ccc(C(=O)Nc2cccnc2)o1	-24%	2%	0%
Cc1ccc(Cl)cc1N1CCN(CCNC(=O)Nc2ccc(Cl)cc2)CC1	-15%	-13%	x
O=C1CCC/C1=C/Nc1ccc2c(c1)OCO2	-7%	-13%	0%
O=C(Oc1ccc(=O)n(-c2ccccc2)n1)c1ccccc1	-8%	-8%	-4%
O=C(O)c1cccc(S(=O)(=O)N2CCCC(c3nc4c(nnn4Cc4ccc(F)cc4)c(=O)[nH]3)C2)c1 (stereo not drawn)	0%	-18%	-4%
COc1ccc(NC(=O)c2nc[nH]c2C(=O)NCCCCCNC(=O)OC(C)(C)C)cc1	-12%	x	1%
O=C(CCc1nc(-c2ccccc2Cl)no1)NCCc1ccccc1	1%	-6%	-2%
O=C(Nc1nnc(CCS(=O)(=O)c2ccc(Br)cc2)s1)c1ccc([N+](=O)[O-])cc1	-26%	-1%	1%[12.8 µM]
